Tb PGK inh = inhibitors of T. brucei phosphoglycerate kinase | PGK/GAPDH coupled, Kinase-Glo luminescence, 60 min | Potency, µM (titrated, usually from 57.5 µM), inactives show at the top dose activity change, negative = inhibition, hits mostly inhibitors | hit rate 0.043% among 380,000; also: % is scaled to controls: 0 for no effect and ±100 for the full control effect; nearly all actives have a fitted effect of over 60% in size
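Recombinant glycosomal PGK reaction used 1,3-bisphosphoglycerate generated in-well by GAPDH (100nM final) in 100mM TEA pH 7.6, 5mM MgCl2, 0.01% Tween-20. After 60 minutes at room temperature, ATP was read by Kinase-Glo Plus luminescence end-point.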
Pin1 inhibitor = blocks the human prolyl isomerase Pin1; Q13526; Pin1 FP peptide displacement, HiFluor488, 10 min; Potency, µM (series often up to 115 µM), without a hit: at the top dose activity, negative = inhibition, usual class: inhibitors; hit rate 0.009% among 390,000; AID 504891; active = well fitted inhibition curve with a large enough effect in the polarisation, with a control signal flat, not every such curve was filed as active; inconclusive = small, poorly fitted or top-dose-only effect, or effect the other way, or a change in a side signal; inactive = no such curve, though single readings can be large or run the other way; the % refers to the polarisation; also: % is scaled to controls: 0 for no effect and ±100 for the full control effect
Target sequence (Q13526 whole entry, looked up): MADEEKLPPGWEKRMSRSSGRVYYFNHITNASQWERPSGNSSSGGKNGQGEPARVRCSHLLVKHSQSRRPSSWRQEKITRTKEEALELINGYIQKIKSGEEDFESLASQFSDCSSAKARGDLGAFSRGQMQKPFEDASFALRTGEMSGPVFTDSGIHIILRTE
RGS4 inh = inhibitors of human regulator of G protein signaling 4. Transcreener GDP fluorescence polarization, RGS4-accelerated GTP hydrolysis. AID 504845. Potency, µM (series often up to 114 µM), without a hit: at the top dose activity change, negative = inhibition, most hits filed as inhibitors. hit rate 0.039% among 390,000. P49798; also: % is scaled to controls: 0 for no effect and ±100 for the full control effect; nearly all actives have a fitted effect of over 75% in size; some results filed as inactive show a strong effect at the top dose
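MLSMR compounds (23 nl, pin-transferred) preincubated 10 min at room temperature with a 500nM (2x) first reagent, then RGS4 at 900nM (2x) plus Transcreener GDP mix added; fluorescence polarization (620/688 nm) read before and after 90 min at 30 °C.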
12-LOX inh = inhibitors of human 12S-lipoxygenase ALOX12; purified 12hLO, xylenol orange hydroperoxide absorbance; Potency, µM (series often up to 108 µM), for inactives: at the top dose activity change, negative = inhibition, usual class: inhibitors; hit rate 1.1% among 580,000; also: % is scaled to controls: 0 for no effect and ±100 for the full control effect
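Purified human 12hLO at 150 nM in 25 mM Hepes, 0.01% Triton X-100, pH 7.0, preincubated 15 min at room temperature with compound. Reaction started with 40 uM arachidonic acid, 30 min at room temperature. Hydroperoxide measured by Fe-xylenol orange, 573/405 nm absorbance ratio.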
rTrxR1 inhibitor = inhibitors of rat thioredoxin reductase 1; hit rate 1% among 390,000; O89049; recombinant rTrxR1, NADPH fluorescence consumption, selenite substrate; AID 588453; Potency, µM (titrated, usually from 114 µM), without a hit: at the highest dose activity change, negative = inhibition, usual class: inhibitors; also: % is scaled to controls: 0 for no effect and ±100 for the full control effect; nearly all actives have a fitted effect of over 65% in size
Target sequence (O89049 whole entry, looked up): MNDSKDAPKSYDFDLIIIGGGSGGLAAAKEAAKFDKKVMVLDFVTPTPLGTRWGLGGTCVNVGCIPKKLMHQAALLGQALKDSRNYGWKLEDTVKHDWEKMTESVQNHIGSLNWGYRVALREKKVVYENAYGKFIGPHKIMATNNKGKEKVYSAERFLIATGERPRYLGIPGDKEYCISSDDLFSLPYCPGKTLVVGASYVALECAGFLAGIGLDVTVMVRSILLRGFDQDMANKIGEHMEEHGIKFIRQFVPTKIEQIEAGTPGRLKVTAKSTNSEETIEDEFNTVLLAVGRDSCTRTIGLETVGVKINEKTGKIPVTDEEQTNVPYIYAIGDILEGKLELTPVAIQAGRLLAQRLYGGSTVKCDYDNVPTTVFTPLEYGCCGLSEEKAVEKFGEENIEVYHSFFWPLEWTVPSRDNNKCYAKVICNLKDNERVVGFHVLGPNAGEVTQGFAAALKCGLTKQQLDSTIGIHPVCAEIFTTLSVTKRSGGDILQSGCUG
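Rat TrxR1 (90 nM in the dispensed reagent) was pre-reduced with 400 uM NADPH for 5 min at room temperature, then incubated with compound for 15 min. After 400 uM selenite was added, NADPH fluorescence (Ex 340/Em 450 nm) was followed for 8 min.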
ERG Ets-DNA blk = blocks human ERG Ets domain binding to DNA; P11308; fluorescence polarization, His-ERG Ets domain / labelled DNA; Potency, µM (series often up to 76.9 µM), without a hit: top-dose FP activity, negative = inhibition, hits mostly inhibitors; hit rate 0.028% among 370,000; active = well fitted inhibition curve with a large enough effect in the polarisation, with a control signal flat; inconclusive = small, poorly fitted or top-dose-only effect, or effect the other way, or a change in a side signal; inactive = no such curve, though single readings can be large or run the other way; the % refers to the polarisation;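 also: polarization taken with two DNA probes labelled with fluorescein and Texas red; % of control where 0% means no effect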
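His-tagged ERG Ets domain (1 uM in the protein solution; 300mM KCl, 50mM Tris-HCl, 1mM EDTA, 1mM DTT, pH 7.5) received compound, then a probe mix of 5 nM fluorescein-DNA and 100nM Texas-615-DNA. Fluorescence polarization was read for both dyes.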
JMJD2A Tudor inh = JMJD2A Tudor domain (human) inhibition; O75164; AID 504339; hit rate 4.4% among 390,000; AlphaScreen JMJD2A-Tudor / H3K4me3 peptide binding; Potency, µM (highest dose often 114 µM), for the others: at the highest dose activity change, negative = inhibition, most hits filed as inhibitors; also: % is scaled to controls: 0 for no effect and ±100 for the full control effect; nearly all actives have a fitted effect of over 50% in size
GLS inh = inhibitors of human glutaminase (GLS); GLS enzymatic activity, qHTS titration; Potency, µM (doses to about 45.5 µM), without a hit: at the highest dose activity change, negative = inhibition, actives largely listed as inhibitors; hit rate 0.21% among 410,000; AID 624170; also: % is scaled to controls: 0 for no effect and ±100 for the full control effect
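Read-out is an Amplex red fluorescence increase coupled through glutamate oxidase and HRP, measured before and after 30 min room-temperature incubation. hKGA is in 45 mM KH2PO4 (pH 8.2) with 0.02% Tween-20; glutamine added as 1mM solution.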
HP1b binding inh = inhibitors of HP1-beta chromodomain binding to methylated histone tails | AlphaScreen HP1-beta / biotin-H3K9me3 peptide binding | AID 540317 | hit rate 0.56% among 390,000 | P83916 | Potency, µM (series often up to 114 µM), for inactives: at the highest dose activity change, negative = inhibition, most hits filed as inhibitors; also: nearly all actives have a fitted effect of over 70% in size; inactives centre near 23
Target sequence (P83916 whole entry, looked up): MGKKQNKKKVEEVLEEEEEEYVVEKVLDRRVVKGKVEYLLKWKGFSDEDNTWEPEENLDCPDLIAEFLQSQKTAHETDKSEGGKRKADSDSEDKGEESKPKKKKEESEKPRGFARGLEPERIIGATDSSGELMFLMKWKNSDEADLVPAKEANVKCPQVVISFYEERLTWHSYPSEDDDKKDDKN
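HP1-beta protein (50 nM final) preincubated 30 min at room temperature with biotinylated H3(1-18)K9me3 peptide (50 nM) in PBS pH 7.4, 0.01% Tween-20, then compound added for 30 min. AlphaScreen streptavidin donor/nickel chelate acceptor beads (10 ug/mL final), 30 min dark, luminescence read.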
* = called active by the depositor; i = inactive; ? = inconclusive; · = not tested or not shown; [ ] = another dose, or the depositor's remark. Unless noted, calls follow the shape of the dose curve; as a rule, active = well fitted curve in the direction sought with a large enough effect; inconclusive = small, poorly fitted or top-dose-only effect, or another doubt; inactive = no such curve, though single readings can be large; an effect the other way counts as inactive or inconclusive. Potency is read from the fitted curve at half-maximal effect.

The first ten records as a preview:
Order of results – Tb PGK inh	Pin1 inhibitor	RGS4 inh	12-LOX inh	rTrxR1 inhibitor	ERG Ets-DNA blk	JMJD2A Tudor inh	GLS inh	HP1b binding inh
1. CN1CCN(CCN2CCn3c2nc2ccccc23)CC1
 : -7%	0%	13%	0%	16%[57.1 µM]	-4%	-10%	6%	33%
2. O=S(=O)(Nc1cc(Cl)ccn1)c1ccc(Cl)cc1
 : -10%	1%	32%	-24%	19%	4%	-5%	-9%	18%
3. COc1ccccc1N(C)S(=O)(=O)c1ccc(C(=O)Nc2nc(C)c(C(C)=O)s2)cc1
 : 4%	34%[activator]	17%	-4%	0%	7%	-10%	12%	33%
4. CCCc1ccc(C(=O)N2CCN(c3ccccc3OCC)CC2)cc1
 : -7%	-1%	11%	-12%	15%	3%	-15%	8%	6%
5. COC(=O)N1C(=O)[C@@](Cc2ccccc2)(c2ccccc2)N1C(=O)OC
 : i	-7%	-39%	-9%	?	2%	-21%	-2%	38%
6. Cc1cccc(N/C(N)=N/c2nc(C)c(Cc3ccccc3)c(=O)[nH]2)c1
 : 4%	2%	5%	-10%	1%[57.1 µM]	8%	-3%	5%	28%
7. COc1cc(/C=N/N(C)C)ccc1OC(=O)c1ccco1
 : i	-1%	-29%	0%	13%[57.1 µM]	2%	-34%	-1%	-16%
8. O=c1c2cc([N+](=O)[O-])cc([N+](=O)[O-])c2[nH]n1-c1ccccc1
 : ?	?	-27%	0%	-39%[57.1 µM]	-4%	35µM*	10%	35µM*
9. COc1ccccc1C(=O)NC(=O)COC(=O)c1nccnc1N
 : -11%	-24%	-40%	?	?	0%	40µM*	-19%	11%
10. Cc1ccc(S(=O)(=O)C2C(=O)N(C)C3(C)CC2c2ccccc2O3)cc1C (configuration not stated)
 : -1%	3%	-3%	-1%	5%[57.1 µM]	-15%	-8%	-11%	25%

All compounds of this part, repeating the preview:
Order of results – Tb PGK inh	Pin1 inhibitor	RGS4 inh	12-LOX inh	rTrxR1 inhibitor	ERG Ets-DNA blk	JMJD2A Tudor inh	GLS inh	HP1b binding inh
1. CN1CCN(CCN2CCn3c2nc2ccccc23)CC1
 : -7%	0%	13%	0%	16%[57.1 µM]	-4%	-10%	6%	33%
2. O=S(=O)(Nc1cc(Cl)ccn1)c1ccc(Cl)cc1
 : -10%	1%	32%	-24%	19%	4%	-5%	-9%	18%
3. COc1ccccc1N(C)S(=O)(=O)c1ccc(C(=O)Nc2nc(C)c(C(C)=O)s2)cc1
 : 4%	34%[activator]	17%	-4%	0%	7%	-10%	12%	33%
4. CCCc1ccc(C(=O)N2CCN(c3ccccc3OCC)CC2)cc1
 : -7%	-1%	11%	-12%	15%	3%	-15%	8%	6%
5. COC(=O)N1C(=O)[C@@](Cc2ccccc2)(c2ccccc2)N1C(=O)OC
 : i	-7%	-39%	-9%	?	2%	-21%	-2%	38%
6. Cc1cccc(N/C(N)=N/c2nc(C)c(Cc3ccccc3)c(=O)[nH]2)c1
 : 4%	2%	5%	-10%	1%[57.1 µM]	8%	-3%	5%	28%
7. COc1cc(/C=N/N(C)C)ccc1OC(=O)c1ccco1
 : i	-1%	-29%	0%	13%[57.1 µM]	2%	-34%	-1%	-16%
8. O=c1c2cc([N+](=O)[O-])cc([N+](=O)[O-])c2[nH]n1-c1ccccc1
 : ?	?	-27%	0%	-39%[57.1 µM]	-4%	35µM*	10%	35µM*
9. COc1ccccc1C(=O)NC(=O)COC(=O)c1nccnc1N
 : -11%	-24%	-40%	?	?	0%	40µM*	-19%	11%
10. Cc1ccc(S(=O)(=O)C2C(=O)N(C)C3(C)CC2c2ccccc2O3)cc1C (configuration not stated)
 : -1%	3%	-3%	-1%	5%[57.1 µM]	-15%	-8%	-11%	25%
11. O=C(NC1CC2CCCC(C1)N2C(=S)Nc1ccccc1Cl)C1CC1 (configuration not stated)
 : -7%	3%	-4%	?	31%[57.1 µM]	5%	7%	-5%	35%
12. CCC(C)NC(=O)c1cc2cc(S(=O)(=O)N3CCCCC3)ccc2n1C (configuration not stated)
 : i	-1%	-21%	-10%	7%[57.1 µM]	3%	-12%	4%	19%[57 µM]
13. CN1/C(=C\C(=O)c2ccccc2Cl)c2ccccc2CC1(C)C
 : -5%	3%	9%	10%	12%	1%	-2%[57.1 µM]	10%	36%
14. O=c1c2cn[nH]c2[nH]c(=S)n1-c1cccc2ccccc12
 : -16%	2%	-17%	-13%	-15%	·	-34%	22%	14%
15. COC(=O)c1ccc(CSc2ncnc3c2nnn3-c2ccc(F)cc2)o1
 : -1%	?	-14%	2%	-5%	-4%	7%	-7%	69%[activator]
16. CCOC(=O)c1cnc(SCC(=O)Nc2sc(C)c(C)c2C#N)nc1N
 : i	?	-26%	?	22%	4%	-5%	-5%	-3%
17. CC(=O)Oc1ccc(C(=O)Cc2ccc3ccccc3n2)c(O)c1C
 : i	?	-15%	-15%	0%	-12%	-21%	10%	16%
18. CCn1c(=O)cc(OCC(=O)Nc2ccc(OC)c(OC)c2)c2ccccc21
 : -2%	-3%	-5%	-1%	18%[57.1 µM]	0%	-4%	-15%	19%
19. Cc1ccc(C(=O)NCC(=O)NCC(=O)OCC(=O)c2ccc(Br)cc2)cc1
 : -9%	8%	24%	-14%	23%	-5%	-14%	9%	4%
20. CCN(C[C@H]1N[C@@](C)(C(=O)OC)[C@H]2C(=O)N(Cc3ccccc3)C(=O)[C@@H]12)C(=O)c1ccc(C)cc1
 : -5%	4%	-3%	?	17%	-9%	-18%	4%	6%
21. Cc1ccc(C)c(NC(=O)CSc2c3c(nc4ccc(Cl)cc24)CCCC3)c1
 : i	17%	-23%	0%	-9%	0%	-16%	-6%	22%
22. CC(Nc1ccc(Br)cc1)C(=O)N/N=C/c1ccccc1OCc1ccccc1 (configuration not stated)
 : -6%	1%	-32%	0%	-10%	-3%	-31%	1%	17%
23. COCCN1CCN(C(=O)c2cc(COc3cc(C)ccc3C)on2)CC1
 : -7%	-2%	16%	·	-1%	6%	-17%	8%	25%
24. CSCCC1NC(=O)N(CC(=O)N2N=C(c3ccc(Cl)cc3)CC2c2ccco2)C1=O (configuration not stated)
 : -6%	18%	0%	?	9%	13%	?	-6%	-14%
25. O=C(O)c1ccc(NC(=O)c2cn(-c3ccccc3)nc2-c2cccc(Cl)c2)cc1
 : 7%	?	-39%	?	9%	-2%	-22%	2%	4%
26. COc1ccc2c(c1OC)C(=O)OC2Nc1ccc(S(=O)(=O)N=C(N)N)cc1 (configuration not stated)
 : -6%	-5%	24%	-3%	-10%	0%	-9%	0%	27%
27. O=C(Nc1ccc(Cl)cn1)Nc1ccccc1F
 : -3%	17%	9%	3%	20%	0%	1%	1%	31%
28. COC(=O)C1=C2SC(C)C(=O)N2C(N)=C(C#N)C1c1cc(OC)c(OC)c(OC)c1 (configuration not stated)
 : -3%	-1%	-38%	?	-16%[57.1 µM]	-2%	0%	13%	33%
29. CCOC(=O)C1=C(C)NC(=O)NC1c1cccc(OC)c1OCc1ccccc1Cl (configuration not stated)
 : i	5%	5%	-7%	12%[57.1 µM]	12%	-17%	1%	7%
30. O=C(NC1CCN(c2ncccn2)CC1)c1ccccc1F
 : -9%	1%	15%	93%[activator]	19%	-3%	-7%	1%	32%
31. CCOCCCN1C(=O)c2[nH]nc(-c3ccccc3O)c2C1c1ccc(CC)cc1 (configuration not stated)
 : -12%	0%	20%	?	14%	0%	?	24%	21%
32. COCC(=O)N(CCc1ccc(OC)c(OC)c1)Cc1cc2cc(C)ccc2nc1Cl
 : -2%	-1%	-15%	-43%	-2%[57.1 µM]	0%	-27%	0%	-13%
33. O=C(CSc1nnc(SCc2cccc3ccccc23)s1)N/N=C/C=C/c1ccccc1[N+](=O)[O-]
 : -7%	14%	27%	-8%	11%[57.1 µM]	-5%	-29%	9%	21%
34. COc1ccc(S(N)(=O)=O)cc1C(=O)N(C)CC(=O)Nc1ccc(N2CCOCC2)cc1
 : -5%	-2%	-36%	55%[activator]	9%	3%	-16%	34%[activator]	30%
35. Cc1cccc(CCN(C(=O)c2snc(C(N)=O)c2N)C(C(=O)NCC2CCCO2)c2ccc(F)cc2)c1 (configuration not stated)
 : -4%	3%	-4%	16%	8%	-12%	-28%	-4%	-18%
36. CCCCCCOC(=O)Cc1c(C)nc(N)[nH]c1=O
 : -7%	0%	-13%	23%	11%	2%	8%	-3%	26%
37. Cc1ccc(S(=O)(=O)c2nnn3c2nc(N2CCC(C(N)=O)CC2)c2ccccc23)cc1C
 : i	-5%	8%	31%	22%	9%	-12%	-12%	38%
38. CC(C)CN(CC(C)C)S(=O)(=O)N1CCC(C(=O)NCCc2ccc(Cl)cc2)CC1
 : ·	1%	15%	18%	5%	·	-6%	4%	17%
39. Cc1nnc(SCC(=O)N2CCCc3ccccc32)[nH]c1=O
 : -7%	-4%	9%	6%	14%	-8%	?	0%	6%

Not all compounds are listed. The share of hits here may be higher or lower than overall.
